Source: PubChem BioAssay
ARNT TACC3 PPI = disruptors of human ARNT/TACC3 interaction | Q9Y6A5 | AlphaScreen His-ARNT PAS-B/GST-TACC3 binding, luminescence; TACC3 fragment carries E629A point mutation | inhibition, % at 9.99 µM | 0.66% of 390,000 active | AID 623870;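 active = mean inhibition of replicates at least 50% and at least half of replicates each reaching 50%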;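 note: 0% = complete ARNT plus TACC3 wells and 100% = ARNT alone without TACC3; many hits fall short of the cut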
esBAF inh = SWI/SNF esBAF complex inhibition. mouse ES cells, Bmi1-luciferase knock-in reporter, 24 h; 100% = twice the neutral-well signal. reporter increase, % at 12.5 µM. 2% of 350,000 active; in the data active = activation above about 40%;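 note: 0% = median of the plate's neutral control wells and 100% = double that signal; a rise in the Bmi1 reporter signal indicates esBAF inhibition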
CFTR F508del cor = correctors of CFTR F508del function in bronchial epithelial cells | AID 720511 | 0.36% of 350,000 active | activity (quench increase), % at 7.58 µM | CFBE cells, YFP halide quenching; stimulated with forskolin plus potentiator P3; % fluorescence drop versus neutral controls;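 active = mean added fluorescence quench of at least 8% versus neutral control, with both replicates also reaching 8%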;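 note: cells transiently co-express mutant CFTR-F508del with the halide-sensitive YFP; corrector assay measuring rescue of mutant channel to the surface after 24 h compound exposure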
ERAP1 HTS inh = blocks human ERAP1 aminopeptidase activity; recombinant ERAP1, Leu-AMC fluorescence, 60 min; 0.15% of 340,000 active; inhibition, % at 10.7 µM; Q9NZ08;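 active = mean replicate inhibition of at least 30%, or all replicates individually reaching that 30% level; inactive = mean below 30% and not every replicate reaching it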;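 note: 0% = neutral control wells and 100% = L-leucinethiol positive control wells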
RAD54 branch = blocks human RAD54 Holliday junction branch migration; Q92698; FAM/BHQ fluorescence; inhibition, % at 10.4 µM; 0.14% of 360,000 active; AID 602329;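 active = mean normalized replicate activity at least 40 and at least half of replicates scoring 40 or more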;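 note: 0% = median of neutral control wells and 100% = median of positive control wells; inhibitors cause a drop in the FAM fluorescence signal; in these data hits start at about 50%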
Target sequence (Q92698 whole entry, looked up): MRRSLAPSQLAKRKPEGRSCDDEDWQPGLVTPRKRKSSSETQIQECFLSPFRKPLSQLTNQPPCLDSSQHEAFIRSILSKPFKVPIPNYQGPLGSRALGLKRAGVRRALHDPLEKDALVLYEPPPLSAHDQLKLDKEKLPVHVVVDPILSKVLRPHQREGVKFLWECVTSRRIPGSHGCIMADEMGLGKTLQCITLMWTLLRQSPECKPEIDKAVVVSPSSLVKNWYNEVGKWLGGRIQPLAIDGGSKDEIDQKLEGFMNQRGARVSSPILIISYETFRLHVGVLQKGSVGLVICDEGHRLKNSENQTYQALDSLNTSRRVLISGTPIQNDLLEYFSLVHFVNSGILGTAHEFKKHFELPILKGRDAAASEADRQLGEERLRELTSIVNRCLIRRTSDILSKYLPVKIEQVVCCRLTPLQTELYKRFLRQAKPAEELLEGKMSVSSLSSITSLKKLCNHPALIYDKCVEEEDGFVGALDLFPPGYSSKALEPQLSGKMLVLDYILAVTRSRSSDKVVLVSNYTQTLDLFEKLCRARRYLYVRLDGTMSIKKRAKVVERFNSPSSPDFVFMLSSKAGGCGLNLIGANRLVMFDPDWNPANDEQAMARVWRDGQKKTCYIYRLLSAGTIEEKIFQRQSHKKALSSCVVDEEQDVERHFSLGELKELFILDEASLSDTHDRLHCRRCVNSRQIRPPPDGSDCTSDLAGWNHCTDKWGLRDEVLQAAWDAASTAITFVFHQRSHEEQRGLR
Xi reactivation = reactivates the inactive X chromosome in mouse fibroblasts; XiGFP mouse fibroblasts, % GFP-positive cells imaging, 3 d; cells co-treated with 5-aza-dC sensitizer; scaled so ellipticine positive control = 100%; activation, % at 7.58 µM; 0.055% of 360,000 active;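 active = mean normalized replicate activation at least 10% and every replicate at or above 10%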;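 note: 0% = median of on-plate neutral control wells and 100% = ellipticine 6 µM median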
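System: XiGFP fibroblasts, SV40-immortalized. Medium: DMEM plus 5-aza-dC sensitizer. Doses: single point. Timing: 3 d treatment, 15 min room-temperature fixation. Control set: ellipticine 6 µM.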
INS-1E GSIS act = GLuc luminescence reporter in INS-1E cells, primary screen for activators of glucose-dependent secretion of insulin; INS-1E GLuc reporter insulin secretion, 2-3 h; activation, % at 16.6 µM; 0.61% of 370,000 active;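 active = lowest replicate activation of at least 40%, so every replicate reaches that level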;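 note: 0% = median of neutral control wells and 100% = median of IBMX positive control wells; some compounds called inactive have numbers as strong as hits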
RAD52 anneal inh = blocks human RAD52 DNA annealing; 0.46% of 360,000 active; P43351; recombinant RAD52 DNA annealing, FRET fluorescence; AID 651710; inhibition, % at 18.7 µM;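 active = every replicate showing at least 50% inhibition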
* marks the source's active call; other numbers are inactive results; · = no result given; & = joins results of further samples.

Every second line gives: INS-1E GSIS act	Xi reactivation	ARNT TACC3 PPI	esBAF inh	CFTR F508del cor	ERAP1 HTS inh	RAD54 branch	RAD52 anneal inh
- CCN(CC)C(=O)CSc1nc2cc3c(cc2c(=O)n1Cc1ccc(OC)cc1)OCO3
→ -15	0.0	-6	-5	·	6	2	-7
- Cc1ccccc1-c1ccc2c(c1)O[C@H](CN(C)C(=O)Nc1ccccc1)[C@H](C)CN([C@@H](C)CO)S2(=O)=O
→ -14	-0.6	-2	1	-4.7	-4	4	-3
- Cc1cc(C)c2c(n1)SCC(=O)N2CC(=O)Nc1ccc(Br)c(C)c1
→ -12	0.0	-1	-3	-0.6	-3	-7	-13
- O=C(Nc1ccccc1C(=O)O)c1ccc(NC(=O)C2CCCCC2)cc1
→ 2	0.0	·	·	0.5	3	4	6
- CC(C)CC#Cc1cnc2c(c1)C(=O)N([C@@H](C)CO)C[C@@H](C)[C@H](CN(C)Cc1cccc(F)c1)O2
→ -2	-0.3	0	-3	-2.1	1	8	-8
- O=C(COC(=O)c1cccnc1Cl)NCCC1=CCCCC1
→ -1	0.1	-3	-1	-1.1	-7	2	-3
- COc1ccccc1CNC(=O)C1CC2Cn3c(nc4cc(Cl)c(Cl)cc43)C2N1C (stereo not given)
→ ·	0.0	-1	-1	1.6	3	-4	-62
- CC1(c2ccccc2)CC2CC(c3ccccc3)N1O2 (stereo not given)
→ 4	·	-2	-5	-2.3	-1	-5	-7
- COc1ccccc1C(=O)Nc1ccc2c(c1)C(=O)N(C)C[C@H](OC)[C@H](C)CN(C)[C@H](C)CO2
→ -1	0.2	·	·	-0.9	-1	·	-6
- CC1CC(C)CN(C(=O)COC(=O)/C=C/c2ccco2)C1 (stereo not given)
→ -13	0.2	2	2	-2.0	1	4	-8
- CS(=O)(=O)c1ccc(NC(=O)c2cccc(-n3cnnn3)c2)cc1
→ 5	0.1	-4	-9	-0.9	1	6	-5
- COc1cc(OC)c(NC(=S)NCc2ccccc2)cc1Cl
→ -31	0.1	7	2	-1.2	0	1	-17
- CCOC(=O)c1ccc(N2C(=O)c3cccc4c(C(=O)O)ccc(c34)C2=O)cc1
→ -3	0.0	1	-7	-2.1	-3	-3	-12
- Cc1ccc(-n2nnnc2SCC(=O)NC(C(=O)O)(c2ccccc2)c2ccccc2)cc1C
→ -40	0.1	6	·	13*	-2	·	-32
- Cc1ccc2nc(NCc3ccccc3)c(C#N)cc2c1
→ 0	0.3	-5	9	-4.6	0	-2	-7
- Cc1ccccc1CN1CCN(CC(=O)NC(C)c2ccccc2)CC1 (stereo not given)
→ -3	0.0	-2	-7	-2.2	-1	-7	-9
- O=C(O)c1ccc(N2CCOCC2)c(N2C(=O)C3C4C=CC(C4)C3C2=O)c1 (stereo not given)
→ 7	0.0	-9	·	-3.2	1	·	-11
- O=C(CC1C(=O)N(Cc2ccccc2)C(=S)N1CCN1CCOCC1)Nc1ccc(F)cc1 (stereo not given)
→ -18	0.0	2	·	1.8	1	2	-18
- CC(=O)NC[C@@H]1[C@@H](c2ccc(-c3ccccc3F)cc2)[C@H](CO)N1C(C)=O
→ 8	0.0	-7	-1	-2.5	4	4	-27
- C[C@@H]1CN([C@@H](C)CO)S(=O)(=O)c2ccc(C#CC3(O)CCCC3)cc2O[C@@H]1CN(C)C(=O)c1cccnc1
→ 21	0.6	-8	0	-0.6	-4	9	10

Ordered by SMILES length (falling): some entries from above.
Every second line gives: INS-1E GSIS act	Xi reactivation	ARNT TACC3 PPI	esBAF inh	CFTR F508del cor	ERAP1 HTS inh	RAD54 branch	RAD52 anneal inh
- C[C@@H]1CN([C@@H](C)CO)S(=O)(=O)c2ccc(C#CC3(O)CCCC3)cc2O[C@@H]1CN(C)C(=O)c1cccnc1
→ 21	0.6	-8	0	-0.6	-4	9	10
- CC(C)CC#Cc1cnc2c(c1)C(=O)N([C@@H](C)CO)C[C@@H](C)[C@H](CN(C)Cc1cccc(F)c1)O2
→ -2	-0.3	0	-3	-2.1	1	8	-8
- COc1ccccc1C(=O)Nc1ccc2c(c1)C(=O)N(C)C[C@H](OC)[C@H](C)CN(C)[C@H](C)CO2
→ -1	0.2	·	·	-0.9	-1	·	-6
- Cc1ccc(-n2nnnc2SCC(=O)NC(C(=O)O)(c2ccccc2)c2ccccc2)cc1C
→ -40	0.1	6	·	13*	-2	·	-32
- CCN(CC)C(=O)CSc1nc2cc3c(cc2c(=O)n1Cc1ccc(OC)cc1)OCO3
→ -15	0.0	-6	-5	·	6	2	-7
- O=C(O)c1ccc(N2CCOCC2)c(N2C(=O)C3C4C=CC(C4)C3C2=O)c1 (stereo not given)
→ 7	0.0	-9	·	-3.2	1	·	-11
- Cc1ccccc1CN1CCN(CC(=O)NC(C)c2ccccc2)CC1 (stereo not given)
→ -3	0.0	-2	-7	-2.2	-1	-7	-9
- O=C(COC(=O)c1cccnc1Cl)NCCC1=CCCCC1
→ -1	0.1	-3	-1	-1.1	-7	2	-3
- Cc1ccc2nc(NCc3ccccc3)c(C#N)cc2c1
→ 0	0.3	-5	9	-4.6	0	-2	-7

The list continues:
Every second line gives: INS-1E GSIS act	Xi reactivation	ARNT TACC3 PPI	esBAF inh	CFTR F508del cor	ERAP1 HTS inh	RAD54 branch	RAD52 anneal inh
- Cc1noc(C)c1S(=O)(=O)N(C)C[C@@H]1Oc2ccc(NC(=O)CCC(F)(F)F)cc2CC(=O)N([C@@H](C)CO)C[C@@H]1C
→ -2	-0.5	-2	3	-0.1	-1	4	0
- COc1cccc(C=C(C#N)C(=O)c2ccccc2)c1
→ -4	0.0	·	·	0.2	0	·	-12
- COc1cccc(-c2ccc3c(c2)O[C@H](CN(C)C(=O)c2ccccc2F)[C@@H](C)CN([C@H](C)CO)S3(=O)=O)c1
→ -21	0.1	-5	7	-3.9	4	-11	20
- C=CCNc1nc2c(c(=O)n(C)c(=O)n2C)n1CC(=C)C
→ 1	-0.1	1&-28	5&-4	-3.2	2	3&-1	-6
- CN(C)c1ccc(C(CNC(=O)c2ccc(C#N)cc2)c2c[nH]c3ccccc23)cc1 (stereo not given)
→ -2	0.4	1	·	-0.4	-2	-6	-23
- O=C(NC1CCCC1)C(c1ccccn1)N(C(=O)c1csnn1)c1ccccc1Cl (stereo not given)
→ 4	0.0	1	0	1.1	2	0	-9
- CC(=O)N(C1=C(N)C(=O)c2ccccc2C1=O)C(C)C
→ 1	0.1	6	·	-3.5	0	·	-8
- Cc1nn(CCCC(=O)NCc2ccccc2)c(=O)c2nccn12
→ 7	-0.1	-5	-3	-3.0	3	-12	-2
- CC(Oc1ccc(F)cc1)C(=O)NN (stereo not given)
→ -76	-0.1	-6	·	·	3	-4	-8
- O=C(NCC1CC1)c1onc(CSc2ccccc2)c1C(=O)NCC1CC1
→ -11	0.7	-5	-9	0.8	·	0	·
- Cc1cc(NS(=O)(=O)c2ccc(NC(=O)C3CCCCC3)cc2)no1
→ -1	0.4	0	4	-0.5	-8	10	-12
- CC1(CCOCc2ccccc2)NC(=O)NC1=O (stereo not given)
→ 4	0.1	-11	-1	-1.7	-6	-3	-53
- O=C1CN(C(=O)COc2ccccc2F)c2ccccc2N1
→ -2	-0.1	24	·	·	·	4	·
- C[C@@H]1CN([C@@H](C)CO)C(=O)c2cc(NC(=O)Nc3ccccc3)ccc2O[C@@H]1CN(C)Cc1ccc(-c2ccccc2)cc1
→ -6	0.0	3	5	0.9	-2	2	-5
- COc1ccc2c(c1)C=C(C(=O)OCc1cccnc1)CO2
→ -8	0.0	2	·	3.8	0	·	-14
- CC(=O)Nc1ccc(OS(=O)(=O)c2ccc(Cl)cc2)cc1
→ 2	0.2	-1	-4	-1.6	1	-14	-10
- Cc1cccnc1Nc1nc(-c2ccc(O)c(O)c2)cs1
→ 22	·	-1	-13	4.1	-2	5	-8
- CO[C@H]1CN(C)C(=O)c2ccc(NS(=O)(=O)CC(F)(F)F)cc2OC[C@H](C)N(C(=O)c2ccc3c(c2)OCO3)C[C@@H]1C
→ 5	-0.3	0	9	0.1	0	-3	-10
- O=C(CCc1ccccc1)NNC(=O)COc1ccc(Cl)cc1
→ 19	0.1	-20	-8	-0.9	-2	-11	-5
- O=C(NN=Cc1ccccc1O)c1cccc([N+](=O)[O-])c1
→ 0	0.0	-5	·	11*	-4	-3	1
- C=CCn1c2ccccc2c2nnc(SCC(=O)O)nc21
→ 12	0.0	2	0	-1.4	2	1	-27
- COC(=O)c1nnn(CC(=O)NC(=O)Nc2cccc(Cl)c2C)c1C(=O)OC
→ -28	0.0	-3	3	-1.6	·	·	-2
- CN(C)CC(C)(C)CN=Cc1c(O)[nH]c2ccccc12
→ ·	0.0	-15	-11	-4.3	-1	-6	-11
- CC(C)CC#Cc1ccc2c(c1)O[C@H](CN(C)C(=O)CC1CC1)[C@@H](C)CN([C@H](C)CO)S2(=O)=O
→ -40	-0.7	9	12	2.4	1	-11	16
- C=CCn1cc(C(=O)OCC)c(=O)c2ccc(F)cc21
→ 16	0.0	-7	·	-1.9	1	·	-9
- COc1ccc(S(=O)(=O)Nc2ccccc2C(=O)NC2CC2)cc1NC(C)=O
→ -5	-0.1	-3	-4	3.6	2	8	-3
- CSCCC(NS(=O)(=O)c1ccc(Cl)cc1)C(=O)OCC(=O)N(C(C)C)C(C)C (stereo not given)
→ ·	·	-4	-1	·	-10	-5	0
- O=C(C1CC1)N1C[C@@H]2[C@H](c3ccccc31)[C@@H](CO)N2C(=O)c1ccccn1
→ 2	0.4	-20	-4	-4.0	1	-20	-4
- CC(=O)NC(c1ccccc1)c1c(O)ccc2ccccc12 (stereo not given)
→ 5	0.0	-15	·	-0.3	-2	·	-3
- COCC(=O)N1[C@H](C(=O)Nc2ccccc2)[C@@H](CO)[C@@H]2Cn3c(ccc(-c4ccncc4)c3=O)[C@@H]21
→ 8	0.2	5	6	0.0	0	-3	-8
- COc1ccc(S(=O)(=O)N(C)C[C@H]2Oc3c(NS(=O)(=O)c4ccc(C)cc4)cccc3C(=O)N([C@H](C)CO)C[C@H]2C)cc1
→ -8	-0.7	·	·	0.5	7	·	-14
- CCSc1sccc1C1C(C#N)=C(N)N(c2cccnc2)C2=C1C(=O)CCC2 (stereo not given)
→ -5	·	0	-11	·	·	3	·
- CCOc1ccc(NC(=O)c2cc(S(=O)(=O)N3CCOCC3)cs2)cc1
→ -4	0.0	·	1	0.3	2	-10	-2
- C[C@@H]1CCCCO[C@@H](CN(C)C(=O)C2CCCCC2)[C@H](C)CN([C@@H](C)CO)C(=O)c2cc(NC(=O)c3ccccc3)ccc2O1
→ -17	-0.9	-2	21	-1.7	-2	-1	6
